Assay outcomes: PubChem, The Scripps Research Institute Molecular Screening Center
ARFGAP1 inh – inhibits rat ARF GTPase activating protein 1; Q62848; Arfgap1-stimulated ARF1 GTP hydrolysis, GDP FP detection; inhibition, % at 16.5 µM; 0.26% of 360,000 active;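 active means inhibition above a per-plate limit, mean inhibition of low control wells plus 3 SD, cut at about 25% in these data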;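 further: 0% = DMSO wells with enzyme and 100% = wells lacking Arfgap1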
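System: truncated rat Arfgap1 GAP domain / Medium: HEPES-based buffer, pH 7.5 / Also added: N-terminally truncated human ARF1-GTP substrate / Incubation: enzyme reaction 120 min at 25 °C after 20 min preincubation / Measured by: FP of antibody-bound GDP Alexa 633 tracer, ex 620/em 688 nm / Replicates: singlicate, each compound tested once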
LEDGF integ inh – blocks HIV-1 LEDGF/p75-dependent DNA integration; TR-FRET IN-LEDGF/p75 DNA integration, Eu/Cy5; inhibition, % at 3.7 µM; 0.64% of 370,000 active; AID 743269;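 active means inhibition above the screen-wide mean plus 3 SD, cut at about 13% in these data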;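 further: signal is the Cy5 over europium emission ratio at 671 and 618 nm; 0% = plate median of compound wells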
DDE Tn6 FP inh – disrupts Tn6 cyclic peptide binding to fibrin D-Dimer-E complex | P02675 | Fibrin DD(E) TRITC-Tn6 fluorescence polarization displacement | inhibition, % at 8.3 µM | 0.21% of 370,000 active | AID 720509;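 active means inhibition above a per-campaign cutoff: mean of compounds within control limits plus 3 SD, cut at about 15% in these data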;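 further: 0% = median of all compound wells on the plate and 100% = blocking peptide control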
KLK7 zymogen act – activators of human kallikrein-7 zymogen. 0.9% of 370,000 active. purified proKLK7, EDANS-DABCYL substrate fluorescence; 100% is mature enzyme control, 0% vehicle. activation, % at 7 µM. AID 652039;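 active means activation above the mean of all tested compounds plus 3 SD, computed per campaign excluding outliers beyond control limits, cut at about 13% in these data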
ADAM10 inh – ADAM10 inhibition, QFRET primary screen; inhibition, % at 7 µM; AID 720582; 0.62% of 370,000 active; recombinant ADAM10, EDANS/DABCYL FRET peptide cleavage, 3 h; O14672;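 active means inhibition above a per-campaign cutoff equal to the mean of compounds falling between control-based bounds plus 3 SD, cut at about 20% in these data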;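 further: 0% = DMSO wells while the 100% control is not disclosed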
PLCg1 inh – PLC-gamma1 (human) inhibition, primary screen | inhibition, % at 12.2 µM | P19174 | purified PLC-gamma1, fluorogenic substrate, fluorescence | 0.84% of 370,000 active; in the data active means inhibition above about 9.5%
ASAP1 inh – inhibitors of human ASAP1 ArfGAP activity; Q9ULH1; ASAP1-stimulated ARF1 GTP hydrolysis, GDP FP detection; inhibition, % at 16.5 µM; 0.19% of 360,000 active; in the data active means inhibition above about 25%;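 further: 0% = vehicle with enzyme and substrate and 100% = no enzyme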
TDP2 inh – TDP2 (human) inhibition, absorbance primary screen; recombinant TDP2, T5PNP hydrolysis, p-nitrophenol absorbance 415 nm; inhibition, % at 12.8 µM; 0.34% of 370,000 active;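 active means inhibition above the mean of all tested compounds plus 3 SD, set per campaign, cut at about 25% in these data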;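 further: 0% = DMSO with enzyme and 100% = buffer with substrate but no TDP2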
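Incubation: 2 h at 37 °C; Test system: recombinant human TDP2; Quantity: enzyme 120 nM; Read-out basis: percent inhibition; Medium: 50 mM Tris-HCl pH 7.5 with Mg2+, KCl, DTT, BSA; Repeats: single replicate; Compound: 12.8 µM single point, 1% DMSO; Signal: epi absorbance; Reagent: 5 mM T5PNP chromogenic substrate; Benchmarks: no-enzyme high, DMSO-plus-enzyme low.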
DDE Tn7 FP inh – disrupts Tn7 cyclic peptide binding to fibrin D-Dimer-E complex | P02675 | FP displacement of FITC-Tn7 peptide from fibrin DD(E); 0% = median of compound wells per plate | inhibition, % at 8.3 µM | 0.13% of 370,000 active | AID 720508;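 active means inhibition above the mean of compounds falling within the control limits plus 3 SD of them, cut at about 14% in these data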;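 further: 0% = plate median of compound wells and 100% = 10 µM Aha-Tn7 peptide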
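system = human fibrin DD(E) protein | quantity = DD(E) 2 µM final | medium = Tris/NaCl/CaCl2 buffer, pH 7.8 | also added = labelled Tn7 tracer, 0.1 µM | compound dosing = single point at 8.3 µM | timing = compound with protein 10 min, then 3 h after probe, room temperature | signal = FP measurement | benchmarks = Aha-Tn7 high control | repeats = one replicate per compound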
ADAM17 inh – inhibitors of human ADAM17 | P78536 | recombinant ADAM17, EDANS/DABCYL FRET peptide cleavage | inhibition, % at 6.95 µM | 0.83% of 370,000 active;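 active means inhibition above the mean of compounds lying between control limits plus 3 SD, set per campaign, cut at about 8.5% in these data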;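 further: 0% = DMSO-only wells as the low control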
Active calls of the source: *; i = inactive; / = not tested or not shown.

SMILES | ARFGAP1 inh | LEDGF integ inh | DDE Tn6 FP inh | KLK7 zymogen act | ADAM10 inh | PLCg1 inh | ASAP1 inh | TDP2 inh | DDE Tn7 FP inh | ADAM17 inh
O=C(Cn1nnc(-c2cccc(C(F)(F)F)c2)n1)NNS(=O)(=O)c1cccc(C(F)(F)F)c1 | 0 | 5 | -9 | 0.2 | -3 | -2 | -14 | -5 | 1 | -5
Cc1cc(N2C(=O)C(=O)/C(=C(/O)c3ccccc3)C2c2cccc(Br)c2)no1 (configuration not stated) | 5 | 1 | -6 | -0.1 | -2 | 4 | 5 | -8 | -2 | -6
O=[N+]([O-])c1ccc2c(c1)nc1n2CCSC1 | 4 | 5 | 7 | 0.0 | 0 | 7 | 4 | -17 | 0 | 0
COc1ccc(C(=O)Nc2ccccc2C(=O)Nc2ccccn2)cc1 | 4 | -4 | 1 | 0.7 | 0 | -6 | -2 | 7 | 4 | -4
COc1ccc(OCC(=O)Nc2ccc(N3CCC(C)CC3)cc2)cc1 | -1 | -5 | -5 | -0.1 | -3 | 0 | -11 | 10 | 3 | -3
C/C(=N\NC(=O)c1ccc(Cl)cc1)c1ccc(N2CCOCC2)cc1 | 10 | 0 | 6 | -0.9 | -4 | -6 | -2 | -6 | 0 | 2
CN(C)S(=O)(=O)c1ccc(N2CCCC2)c(C(=O)Nc2nc3ccc(F)cc3s2)c1 | -1 | 1 | 0 | 0.1 | -15 | -6 | 12 | -16 | 0 | -3
CCCC(NC(=O)CCc1c(C)c2cc3c(-c4ccccc4)coc3cc2oc1=O)C(=O)O (configuration not stated) | 4 | 1 | 3 | 0.2 | -91 | -112 | 5 | -7 | 3 | -42
C[C@H]1CN([C@@H](C)CO)S(=O)(=O)c2ccc(Br)cc2O[C@H]1CN(C)Cc1ccc(F)cc1 | 1 | -4 | -5 | 0.2 | 1 | 0 | -5 | 3 | -7 | 1
COc1ccc(CCNC(=O)Nc2ccc3c(c2)c(=O)n(C)n3C)cc1OC | 5 | -3 | -5 | 34* | i | i | 2 | 1 | -5 | i
CCc1cccc(CC)c1NC(=O)/C(C#N)=C/c1ccccc1C(F)(F)F | 2 | 0 | -6 | 0.1 | 5 | 4 | -6 | -2 | -2 | 3
CCn1ncc([N+](=O)[O-])c1C(=O)Nc1cc(C)on1 | 0 | -1 | -4 | 0.1 | 5 | 5 | -9 | 6 | -5 | 1
O=C(N/N=C/c1ccc(-c2ccccc2C(=O)O)o1)c1cccs1 | -5 | 5 | 0 | 2.0 | -46 | -89 | 5 | 2 | 6 | -14
CCOc1cc(N2CCOCC2)c(OCC)cc1NC(=O)c1ccc(OC)cc1 | 4 | 0 | -3 | -0.1 | 0 | -2 | -17 | 24 | -9 | -2
C/C(CC(=O)Nc1cccc(C(F)(F)F)c1)=N\NC(=O)Cc1ccccc1 | 1 | 6 | -3 | 0.0 | 12 | 5 | 13 | -3 | 2 | 6
COC(=O)[C@]12C[C@H](CC(=O)N3CCC(c4ccccc4)CC3)C(=O)N(Cc3ccc(Cl)cc3Cl)C1=C[C@H](C(C)C)O[C@@H]2C1CC1 | / | -2 | 3 | 0.1 | -8 | 0 | / | -1 | -4 | -6
O=C(CSc1nnnn1-c1ccccc1)Nc1ncc2c(n1)CC(c1ccccc1)CC2=O (configuration not stated) | 6 | 2 | 11 | 0.2 | 6 | 9 | -1 | -13 | 0 | 8
CC(=O)c1cccc(NC(=O)N(c2ccccc2)c2ccccc2)c1 | 6 | 1 | -3 | 0.6 | 7 | 1 | 14 | -1 | -14 | 0
O=C(CSc1n[nH]c(-c2ccccc2)n1)N1CCCC1 | 9 | -2 | -2 | 0.0 | -12 | 1 | 10 | -2 | -4 | -6
Cc1ccc(NC(NC(=O)c2cccs2)C(Cl)(Cl)Cl)cc1C (configuration not stated) | -2 | -2 | 5 | 0.1 | 12 | 5 | 18 | 2 | 4 | 5
CCOc1ccccc1OCC(=O)Nc1c(C)n(C)n(-c2ccccc2)c1=O | -1 | 0 | 6 | 0.4 | 2 | -2 | -3 | -2 | 8 | 0
Cc1ccccc1-c1cnc(C(O)c2cc(Cl)cc(Cl)c2)[nH]1 (configuration not stated) | 14 | -4 | 5 | -0.7 | 0 | 2 | -1 | 7 | 5 | 3
Cc1cc2nc3c(c(=O)n2[nH]1)CCCC3 | 9 | 1 | -2 | -0.3 | -19 | -5 | 9 | -7 | -5 | -8
Cc1ccccc1NC(=O)n1ncc2cc(Cl)ccc21 | 8 | -6 | -2 | 0.0 | 3 | -2 | 10 | 5 | -1 | -6
O/N=C\c1ccc(-c2ccccc2)o1 | -4 | 1 | 2 | -0.6 | 8 | 0 | -1 | 8 | 9 | 5

(more compounds)
SMILES | ARFGAP1 inh | LEDGF integ inh | DDE Tn6 FP inh | KLK7 zymogen act | ADAM10 inh | PLCg1 inh | ASAP1 inh | TDP2 inh | DDE Tn7 FP inh | ADAM17 inh
COc1ccc(/C=N/n2cnnc2SCc2ccc(OC)cc2)cc1 | 8 | -2 | -3 | 0.0 | -3 | 1 | 0 | 3 | 5 | -3
C=CCc1c(O)c(CC)cc2c(C)cc(=O)oc12 | 17 | -5 | -4 | 90* | i | i | -9 | -4 | -4 | i
O=C(NCCCn1ccnc1)C(=O)NC1CCCCC1 | -4 | 0 | -2 | -0.1 | 1 | 0 | 1 | -10 | -4 | 0
NNC(=O)CSCc1nc(-c2ccccc2)cs1 | 5 | 0 | -1 | 0.7 | 7 | 1 | 6 | 8 | -9 | 1
Cc1ccc(Cl)cc1N1CCN(C(=O)COc2ccc(S(=O)(=O)NC(C)C)cc2)CC1 | -1 | 4 | 2 | 0.8 | 9 | 1 | -11 | -1 | -1 | 4
COc1ccc(OC)c(NC(=O)CSc2nnc(Cc3cccn3C)n2CCc2ccccc2)c1 | -3 | -1 | -3 | 0.6 | 0 | -1 | 4 | 7 | -1 | -3
C=CCn1c(SCC(=O)Nc2c(C)cccc2C)nnc1-c1cnccn1 | 4 | 1 | 3 | 0.0 | 3 | -1 | 13 | -6 | 8 | -3
Cc1cc(C(=O)O)c(C)n1Cc1ccncc1 | -2 | -1 | -3 | 0.9 | -7 | 3 | 12 | 5 | 4 | 0
CCO[C@H]1OC(C(=O)N2CCN(Cc3ccccc3)CC2)=C[C@@H](c2cn(C(C)=O)c3ccccc23)[C@@H]1CCCO | -5 | -1 | 4 | 0.5 | 10 | 1 | 5 | 10 | 7 | -3
CCn1c(SCC(=O)N/N=C(\C)c2ccncc2)nnc1-c1ccccc1 | -13 | -1 | 1 | -0.4 | 0 | -1 | -9 | 6 | 4 | 0
C=CCn1c(=N)n(CC(=O)c2ccc(OC)cc2)c2ccccc21 | 0 | 2 | 10 | 0.9 | -3 | 0 | 3 | 5 | -6 | -3
Cc1ccccc1/C=N/Nc1ccnc2cc(Cl)ccc12 | 92* | 4 | -6 | -0.4 | -2 | -18 | 50* | 9 | -4 | -1
Cc1cc(NS(=O)(=O)c2ccc(NC(=O)C(c3ccccc3)c3ccccc3)cc2)no1 | -6 | -1 | -4 | -0.2 | 16 | 7 | -11 | -11 | -3 | 5
Cc1nc2nc(SCC(=O)NCCCN3CCCCCC3)nn2c(C)c1Cc1ccccc1 | 9 | -3 | -6 | 0.0 | 1 | 3 | 7 | -9 | 7 | -6
O=c1cc(C=NNc2ccc([N+](=O)[O-])cc2)[nH]c(=O)[nH]1 | 11 | 0 | -7 | 0.7 | 3 | -6 | -5 | -3 | -7 | -1
O=C(O)CCCNc1c(C(=O)Nc2ccc(Cl)cc2)cc([N+](=O)[O-])cc1[N+](=O)[O-] | 17 | 2 | 0 | -0.7 | 12 | 7 | 14 | -5 | -13 | 6
CC(=O)Nc1ccc(S(=O)(=O)NCC2CCC(C(=O)N3CCCCC3)CC2)cc1 (configuration not stated) | 15 | -2 | 2 | 0.1 | 6 | 9.9* | -9 | -13 | 3 | -4
COC(=O)c1ccc(NC(=O)CSc2nc(=O)n3cccc(C)c3n2)cc1 | 9 | 0 | 1 | 0.2 | -8 | -6 | 5 | -6 | -3 | -1
COc1cccc(-c2ccc(-c3noc(-c4cccs4)n3)c(OC)n2)c1 | 11 | 1 | -4 | -0.3 | -13 | 7 | 13 | -7 | 3 | -6
CCNS(=O)(=O)c1ccc(CCC(=O)Nc2ccccc2C(=O)OC)cc1 | -7 | 2 | 5 | 0.3 | -2 | 0 | -2 | -7 | -3 | 1
CCN(CC)CC(=O)N1c2ccccc2Oc2c(c(=O)n(C)c(=O)n2C)C1c1cccc([N+](=O)[O-])c1 (configuration not stated) | -5 | 4 | 0 | 0.9 | 6 | 5 | 1 | -29 | -1 | 1
COc1ccc(Cl)cc1N(C(C)=O)c1nc(C)cc(C)c1C#N | -6 | 3 | 6 | -0.4 | 0 | 2 | -6 | -2 | 1 | -1
CCCn1c(SCC(=O)Nc2cc(S(=O)(=O)N3CCCCC3)ccc2C)n[nH]c1=O | 2 | 1 | -2 | 0.6 | -7 | 4 | 9 | -4 | -1 | 6
COc1ccccc1N1C(=O)S/C(=C\c2cc(C)n(C)c2C)C1=O | -13 | -3 | 6 | 24* | 1 | -24 | -2 | -9 | 0 | 1
Cc1ccc(O)c(-c2[nH]ncc2C(=O)c2ccc(Cl)cc2)c1 | 11 | 0 | -7 | 0.7 | 2 | 3 | -6 | 0 | 5 | -1
Cc1ccccc1CSc1nnc(-c2cccs2)n1Cc1ccco1 | -8 | -2 | 3 | 0.0 | 2 | -2 | -3 | 10 | 4 | 2
CCCCc1c(C)nc2ccccc2c1SCCC#N | -9 | 0 | 1 | -0.1 | -1 | 0 | 0 | 14 | 8 | 4

Sorted by value in DDE Tn6 FP inh (smallest number first): 3 from the list above.
SMILES | ARFGAP1 inh | LEDGF integ inh | DDE Tn6 FP inh | KLK7 zymogen act | ADAM10 inh | PLCg1 inh | ASAP1 inh | TDP2 inh | DDE Tn7 FP inh | ADAM17 inh
CCCCc1c(C)nc2ccccc2c1SCCC#N | -9 | 0 | 1 | -0.1 | -1 | 0 | 0 | 14 | 8 | 4
O/N=C\c1ccc(-c2ccccc2)o1 | -4 | 1 | 2 | -0.6 | 8 | 0 | -1 | 8 | 9 | 5
C=CCn1c(SCC(=O)Nc2c(C)cccc2C)nnc1-c1cnccn1 | 4 | 1 | 3 | 0.0 | 3 | -1 | 13 | -6 | 8 | -3
